TEAD-YAP block = TEAD-YAP interaction inhibition, primary screen, TEAD-YAP interaction inhibitor project, luminescence, HEK-TIYL cells | TEAD-Gal4/YAP UAS-luciferase luminescence | inhibition, % at 9.12 µM | actives 1.4% (n = 640,000); in the data active = inhibition above about 32%;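 also: 0% = median of test compound wells and 100% = reference inhibitor wells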
FBW7 act = FBW7 E3 ligase activators, primary screen, biochemical, AlphaScreen, human | F-box/WD repeat-containing protein 7 (Homo sapiens), Q969H0 | normalized activity (activation), % at 26.1 µM | AID 1259310, 2017 | actives 0.13% (n = 650,000) | AlphaScreen FBW7–phospho-cyclin E peptide binding, activator screen; in the data active = normalized activity above about 1.9%;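 also: purified mutant Fbw7 with reduced substrate affinity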
Target sequence (Q969H0 whole entry, looked up): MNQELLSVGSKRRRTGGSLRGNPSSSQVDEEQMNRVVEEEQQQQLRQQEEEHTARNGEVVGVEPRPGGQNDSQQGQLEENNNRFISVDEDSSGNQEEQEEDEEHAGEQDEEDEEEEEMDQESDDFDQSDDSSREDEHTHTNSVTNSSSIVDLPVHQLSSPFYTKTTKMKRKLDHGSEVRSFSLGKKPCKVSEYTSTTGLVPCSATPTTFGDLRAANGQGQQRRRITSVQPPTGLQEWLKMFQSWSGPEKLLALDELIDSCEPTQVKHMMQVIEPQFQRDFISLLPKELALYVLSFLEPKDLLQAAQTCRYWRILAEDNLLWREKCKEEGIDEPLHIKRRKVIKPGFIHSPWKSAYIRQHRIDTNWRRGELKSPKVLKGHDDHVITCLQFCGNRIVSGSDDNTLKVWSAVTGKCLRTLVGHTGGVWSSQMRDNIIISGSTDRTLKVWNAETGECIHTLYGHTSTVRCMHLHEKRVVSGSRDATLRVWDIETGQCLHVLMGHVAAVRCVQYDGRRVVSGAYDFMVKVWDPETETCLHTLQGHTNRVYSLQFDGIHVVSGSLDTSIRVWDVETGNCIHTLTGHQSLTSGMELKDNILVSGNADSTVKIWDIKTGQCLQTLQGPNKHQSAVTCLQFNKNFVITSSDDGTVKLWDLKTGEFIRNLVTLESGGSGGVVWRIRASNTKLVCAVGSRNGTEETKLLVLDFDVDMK
MITF primary = MITF inhibitors, primary screen, biochemical, AlphaScreen, human | AlphaScreen MITF homodimerization, bead proximity signal | AID 1259374, 2018 | actives 0.91% (n = 650,000) | inhibition, % at 2.6 µM; in the data active = inhibition above about 50%;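 also: 0% = vehicle wells with protein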
GPR151 ag = activators of human GPR151, primary screen, cell-based, PathHunter beta-arrestin, luminescence; G-protein coupled receptor 151 (Homo sapiens), Q8TDV0; PathHunter beta-arrestin GPR151 cells; activation, % at 11.2 µM; actives 1% (n = 650,000); AID 1508602, 2020; in the data active = activation above about 4.9%;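 also: 0% = median of compound wells and 100% = cells with positive control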
Starred values were filed as active, the others as inactive.

Second line of a record: TEAD-YAP block | FBW7 act | MITF primary | GPR151 ag
> COc1ccc(-c2nc3ccc(C(=O)NCCC(C)C)cc3nc2-c2ccc(OC)cc2)cc1
→ 5 | 0.0 | -10 | 0.6
> NC(=O)NNC(=O)c1cn(-c2ccccc2)nc1-c1ccc(Cl)cc1
→ 2 | 0.6 | -11 | 4.6
> CCCNC(=O)c1ccccc1I
→ 5 | -0.3 | -6 | -0.3
> CCCCNCCCCOc1ccc([N+](=O)[O-])cc1
→ 7 | -0.1 | -20 | -0.1
> CC1(CC(=O)Nc2ccccc2)Nc2ccccc2C(=O)N1c1ccccc1 (stereo not given)
→ -7 | 0.6 | 18 | -2.0
> O=C(CCc1nnc(Cc2ccc3c(c2)OCO3)o1)NC1c2ccccc2-c2ccccc21
→ -6 | -0.3 | -5 | -0.4
> CCCCN(CC)C(=O)c1cc(OC)c(OC)cc1[N+](=O)[O-]
→ 4 | 1.1 | 20 | -0.6
> c1cn(-c2ccc(Nc3nc(Nc4ccc(N5CCOCC5)cc4)c4ncn(-c5ccsc5)c4n3)cc2)cn1
→ 27 | 0.0 | 12 | -1.7
> COC(=O)C1=C(C)N(C)C(=O)NC1c1ccc([N+](=O)[O-])cc1 (stereo not given)
→ -1 | 0.1 | -7 | 1.6
> COc1ccc(-c2cc3nc(C)cc(N4CCOCC4)n3n2)cc1
→ -17 | 0.1 | -4 | -0.1
> CSc1ccc(C(=O)N2CCOc3ccc(CN4CCN(C(C)=O)CC4)cc3C2)cc1
→ -5 | -0.4 | 9 | 0.9
> CCc1cccc(C)c1NC(=O)CSc1nnc(C2CC2)n1CC
→ 1 | 0.1 | -2 | 4.0
> CC(C)CCNC(=O)c1cccnc1SCc1ccccc1Cl
→ -7 | 0.1 | 3 | 0.8
> CC1NC(=O)N(C)C2NC(=O)N(C)C(c3ccccc3)C12 (stereo not given)
→ 8 | 0.6 | 10 | -1.2
> Cc1cc(=O)oc2cc(OCC(=O)Nc3nc4c(s3)CCCC4)ccc12
→ -8 | -0.2 | 2 | 2.0
> O=C(Nc1nc(-c2ccc(F)cc2)cs1)c1ccc(Cc2ccccc2)cc1
→ 6 | 0.1 | 10 | -0.5
> O=C(O)CC1(CC(=O)NCc2ccco2)CCCC1
→ -7 | 0.0 | 23 | -2.3
> CCCCNS(=O)(=O)c1ccc2nc(-c3cccs3)cc(C(=O)O)c2c1
→ -3 | -0.3 | -8 | 0.9
> CN(C)c1ccc(NC(=O)c2ccc([N+](=O)[O-])cc2)cc1
→ -28 | -0.1 | -4 | 0.3
> O=c1c2sc(=S)n(Cc3ccco3)c2nc(SCc2cc(=O)n3cc(Cl)ccc3n2)n1-c1ccc(F)cc1
→ -5 | 0.0 | -15 | 0.4
> Cc1ncsc1CCOC(=O)CC1C2CC3CC(C2)CC1C3 (stereo not given)
→ -4 | 0.5 | 17 | -0.2
> O=C(CN1N=NC2C(=O)N(c3cccc(Cl)c3)C(=O)C21)Nc1ccc(F)cc1F (stereo not given)
→ 13 | 0.7 | 8 | -0.5
> O=S(=O)(Nc1nc2ccc(Br)cc2s1)c1ccccc1
→ 2 | 1.0 | 20 | 0.4
> COc1ccccc1C1=N/C(=C\c2cccc(F)c2)C(=O)O1
→ 3 | -0.1 | 2 | -0.7
> COC(=O)c1ccc(NC(=O)CSc2ccc3nnc(-c4cccc(F)c4)n3n2)cc1
→ -8 | 0.0 | 3 | 0.1
> N#C/C(=C\c1ccc(O)cc1)C(=O)NCc1cccc(Cl)c1
→ 4 | 0.3 | 4 | -0.9
> CCCCN(C)CCC(=O)Nc1ccc(C)cc1
→ -8 | 0.0 | -17 | -1.0
> COc1ccccc1CNC(=O)c1ccc(Cl)c([N+](=O)[O-])c1
→ -5 | -0.3 | 0 | 0.5
> CN1C(C(=O)NCc2cccnc2)CC(c2ccc(F)cc2)NS1(=O)=O (stereo not given)
→ 0 | 0.0 | 5 | -1.0
> CCN(CC)C(=O)c1sc(NC(=O)c2ccc(OC)cc2OC)c(C(N)=O)c1C
→ 0 | 0.0 | 7 | -1.8
> O=S(=O)(c1ccc(O)c(Cl)c1)N1CCOCC1
→ 7 | -0.1 | 12 | 0.1
> CCN(CC)C(=O)C1CC(c2cc(OC)c(OC)c(OC)c2)=NO1 (stereo not given)
→ 9 | -0.1 | -1 | 0.8
> COc1ccc(C(=O)N2CCN=C2SCc2cccnc2)cc1OC
→ -2 | -0.1 | 12 | 0.3
> O=C(NCC(c1ccc2c(c1)OCO2)N1CCOCC1)C(=O)Nc1ccccc1F (stereo not given)
→ -1 | -0.2 | -2 | -1.8
> CCCCN(C)C(=O)CSc1nc2ccccc2c(=O)n1CC1CCC(C(=O)NCCc2ccccc2)CC1 (stereo not given)
→ -19 | 1.9* | 20 | -1.7
> CC(=O)c1ccc(N2C(=O)c3ccc(Oc4ccc([N+](=O)[O-])cc4[N+](=O)[O-])cc3C2=O)cc1
→ -2 | 0.1 | 11 | 4.4
> N=C1C(c2nc3ccccc3[nH]2)=C(O)CN1c1ccc(C(=O)O)cc1
→ 3 | -0.1 | -5 | 0.6
> COc1ccc(/C=C/C(O)=C2/C(=O)NC3(C)CC2c2ccccc2O3)c(OC)c1OC (stereo not given)
→ 0 | 0.1 | 20 | -0.6
> O=C1c2ccccc2C(=O)C1(Cl)[N+](=O)[O-]
→ 7 | 0.0 | 4 | -0.1
> O=C(CCS(=O)(=O)Cc1ccccc1)Nc1ccc(S(=O)(=O)N2CCCC2)cc1
→ 2 | 0.0 | -22 | -0.9

The list goes on:
smiles,TEAD-YAP block,FBW7 act,MITF primary,GPR151 ag
Cc1nc2c(c(N3CCCCC3)n1)CN(S(C)(=O)=O)CC2,-8,0.1,-7,1.8
Cc1cc(NC(=O)CN(C)CC(=O)Nc2ccc(F)c(F)c2F)no1,2,-0.1,8,2.0
OCCN1CCN(c2nc(N3CCOCC3)c3ccccc3n2)CC1,2,-0.1,-1,0.1
O=C(NCCCS(=O)(=O)N1CCN(c2ccc(F)cc2)CC1)c1cnccn1,8,0.0,-2,1.0
CC1Sc2ccc(C#N)cc2N(Cc2ccc(C(F)(F)F)nc2)C1=O (stereo not given),5,0.5,12,-0.6
CCN(CC)C(=O)CN(c1ccccc1F)S(=O)(=O)c1ccccc1,-2,-0.3,-8,-0.1
COc1ccc(C(=O)Nc2ccc(Cl)cc2Cl)cc1[N+](=O)[O-],-21,0.0,5,2.7
O=C(/C=C(\O)c1ccccc1)C(=O)SCc1ccccc1,-53,0.3,2,0.2
COc1ccc(NC(=O)C(=O)NCC2CCCO2)c(OC)c1 (stereo not given),-21,0.0,-2,0.8
Cc1cc(C)c(NC(=O)C2CCCCN2C)c(C)c1 (stereo not given),1,-0.1,8,-0.9
O=C(Nc1ccc(NC(=O)c2cccnc2Cl)cc1)c1ccco1,-47,0.1,9,0.2
Cc1ccccc1Nc1nc(N)nc(COC(=O)c2ccc([N+](=O)[O-])s2)n1,-9,0.1,3,-0.9
CC(=O)c1ccc(NCN2C(=O)c3ccccc3C2=O)cc1,-77,-0.1,3,-1.7
Cc1ccc(N=C2NC(=O)CS2)c(C)c1,-2,0.3,-17,0.6
CC(C(=O)Nc1ccc(OCc2ccccc2)cc1)N1C(=O)c2ccccc2C1=O (stereo not given),3,-0.1,1,0.9
COc1cc(Nc2nc(NC3CCN(Cc4ccccc4)CC3)nc3c2ncn3Cc2ccc(C(F)(F)F)cc2)cc(OC)c1OC,-2,-0.3,2,-0.2
COC(=O)c1c(NC(=O)c2ccc(OC)c(OC)c2)sc2c1CCC2,-1,0.1,2,-0.9
Cc1cc2c(c(=O)n1CC1CCCO1)C(c1ccccc1F)C(C#N)=C(N)O2 (stereo not given),-4,-0.1,-4,-0.6
O=C(COC(=O)c1ccc2c(c1)OCCO2)c1ccc(Br)cc1,-3,-0.1,-2,-0.5
Cc1ccc(N2NC(=O)/C(=C/c3ccc4c(c3)OCO4)C2=O)cc1C,4,0.2,5,0.3
Cc1ncc(CN2CCCC(C(=O)Nc3ccc(-c4ccco4)cc3)C2)s1 (stereo not given),8,0.1,7,0.3
COCCCNC(=O)c1cc2ccc(OC(=O)c3cc4ccccc4oc3=O)cc2oc1=O,-2,0.2,-3,-8.1
O=C(NC(=S)Nc1ccccc1C(=O)O)c1cccc(I)c1,9,-0.2,-10,-1.3
Clc1cccc(C2N(Cc3ccccc3)CCN2Cc2ccccc2)c1,-3,0.0,-2,1.0
N#Cc1cccc(CN2CCC3(CC2)NCCc2c3[nH]c3ccc(F)cc23)c1,2,0.0,15,-0.4
COc1c(O)cc(/C=N/NC(=O)c2cc(C)[nH]n2)cc1I,-2,0.9,23,1.3
CCOc1ccc(C(=O)Nc2ccc3nn(-c4ccc(OC)c(Cl)c4)nc3c2)cc1[N+](=O)[O-],-7,0.2,4,0.2
COc1ccc(NC(=O)C2=C(C)NC(=O)NC2c2cccc(OC)c2)cc1 (stereo not given),-2,-0.1,-13,-1.4
Cc1cnc(NCc2cccnc2)nc1NCc1ccccc1,11,0.0,-1,4.7
CCOC(=O)CSc1ccc(C(=O)NCCOC)cc1[N+](=O)[O-],8,0.3,-14,-0.8
Cc1ccc(-c2nc3cccnc3s2)cc1NS(=O)(=O)c1cccc(F)c1,-11,0.1,4,-0.5
Cc1cc2c(cc1S(=O)(=O)NCC1CCCO1)n(C)c(=O)c(=O)n2C (stereo not given),-1,0.1,-6,3.9
CN(C)c1ccc(/C=C/c2nc(Nc3ccccc3)nc(Nc3ccccc3)c2[N+](=O)[O-])cc1,3,0.8,5,0.3
Nc1c2c(nc3ccccc13)N(c1cccc(Cl)c1)CC2,6,-0.2,46,0.0
CC1(C)N=C(c2ccccc2)C(=S)N1C(=O)c1ccccc1,2,0.1,12,4.5
O=C(O)c1ccc2c(c1)ncn2C1CCCC1,-14,0.0,3,-0.6
CN(C)C=Nc1ccc2nonc2c1,2,0.1,10,0.0
O=[N+]([O-])c1ccccc1CN1CCC(N2CCc3ccccc3C2)CC1,6,-0.2,71*,-1.9
O=C(NCC1OCCc2ccccc21)c1ccc(Cl)cc1Cl (stereo not given),-33,-0.1,-3,0.7
COc1ccccc1CC1(C)NC(=O)N(CC(=O)NC(C)c2cccc(Cl)c2)C1=O (stereo not given),4,0.1,4,-1.4
O=c1nc2s/c(=C\c3ccc(-c4cccc(Cl)c4)o3)c(=O)n2c2sc3c(c12)CCCC3,-7,0.2,11,-0.5
CCOc1ccc(C(C)=O)cc1CSc1nnc(Nc2ccccc2)s1,35*,-0.1,-3,-0.6
COc1ccc(-c2nnc(-c3ccc(N)cc3)o2)cc1,-36,-0.2,-2,-0.8
Cc1cccc(C2=N/C(=C\c3ccc(N(C)C)cc3)C(=O)N2c2ccc(Br)cc2)c1,-1,0.0,7,-0.8
O=C1CCCN1CCn1cnc2c(NCCOc3ccccc3)nc(N3CCc4ccccc4C3)nc21,10,-0.1,0,15*
Cn1c(Nc2ncc(C(=O)NCc3cccnc3)s2)nc2ccccc21,-12,-0.2,7,-2.5
CC1CN(c2nc3c(c(=O)[nH]2)CCN(c2ncccn2)C3)CC(C)O1 (stereo not given),4,-0.1,2,2.3
Cc1ccc(N=Cc2nc(-c3ccco3)oc2O)cc1,-45,-0.4,1,-0.3
CC1=CC(C)=Nc2nnnn2N1,4,0.1,12,-0.1
CN(CCC1CCOCC1)C(=O)c1cc(COc2c(F)cccc2F)on1,-24,0.1,7,-0.3

Given field by field: part of the list above.
Structure: COc1ccc(-c2nnc(-c3ccc(N)cc3)o2)cc1
  TEAD-YAP block = -36	FBW7 act = -0.2	MITF primary = -2	GPR151 ag = -0.8
Structure: c1cn(-c2ccc(Nc3nc(Nc4ccc(N5CCOCC5)cc4)c4ncn(-c5ccsc5)c4n3)cc2)cn1
  TEAD-YAP block = 27	FBW7 act = 0.0	MITF primary = 12	GPR151 ag = -1.7
Structure: Cc1cccc(C2=N/C(=C\c3ccc(N(C)C)cc3)C(=O)N2c2ccc(Br)cc2)c1
  TEAD-YAP block = -1	FBW7 act = 0.0	MITF primary = 7	GPR151 ag = -0.8
Structure: COc1cc(Nc2nc(NC3CCN(Cc4ccccc4)CC3)nc3c2ncn3Cc2ccc(C(F)(F)F)cc2)cc(OC)c1OC
  TEAD-YAP block = -2	FBW7 act = -0.3	MITF primary = 2	GPR151 ag = -0.2

Next part:
smiles,TEAD-YAP block,FBW7 act,MITF primary,GPR151 ag
Cc1cc(=O)oc2cc(OCCSCc3ccco3)ccc12,-66,0.0,0,-0.3
CCCOc1ccc(C2CC(=O)NC3=C2C(=O)CC(c2ccc(OC)cc2)C3)cc1 (stereo not given),0,1.1,11,1.7
Cc1ccc(-c2c(C(=O)Nc3ccc(C)c(Cl)c3)oc(=O)c3ccccc23)cc1,0,0.1,-5,1.4
Cc1ccc(S(=O)(=O)NCc2ccccc2Cl)cc1C,4,0.0,0,2.9
COc1ccc(NC(C)C(=O)N/N=C/c2cc(Br)cc([N+](=O)[O-])c2O)cc1 (stereo not given),2,-0.3,-4,1.6
Cn1c(SCC(N)=O)nnc1-c1cnccn1,-4,-0.2,8,0.8
O=C(Nc1ccc(-c2nc3ccccc3[nH]2)cc1)c1cccc(OCc2ccccc2)c1,-16,-0.1,2,-2.8
CCOCCCNC(=S)N1CCC(NC(=O)c2ccco2)CC1,-3,0.0,6,5.9*
Nc1nc(N2CCC(N3CCOCC3)CC2)nc2c1ncn2-c1ccsc1,7,0.1,8,-0.1
